Screens: PubChem BioAssay, several laboratories
PGE2 EP2 inh = EP2 receptor (human) inhibition; P43116; C6 glioma cells expressing human EP2, cAMP TR-FRET; cells stimulated with saturating PGE2; inhibition, % at 25 µM; 260,000 tested, 0.52% active;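 active means percent inhibition above 40 after rounding to a whole number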;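 further: rat C6 glioma host cells with rolipram phosphodiesterase inhibitor present; the protocol text gives 20 µM as final concentration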
Target sequence (P43116 whole entry, looked up): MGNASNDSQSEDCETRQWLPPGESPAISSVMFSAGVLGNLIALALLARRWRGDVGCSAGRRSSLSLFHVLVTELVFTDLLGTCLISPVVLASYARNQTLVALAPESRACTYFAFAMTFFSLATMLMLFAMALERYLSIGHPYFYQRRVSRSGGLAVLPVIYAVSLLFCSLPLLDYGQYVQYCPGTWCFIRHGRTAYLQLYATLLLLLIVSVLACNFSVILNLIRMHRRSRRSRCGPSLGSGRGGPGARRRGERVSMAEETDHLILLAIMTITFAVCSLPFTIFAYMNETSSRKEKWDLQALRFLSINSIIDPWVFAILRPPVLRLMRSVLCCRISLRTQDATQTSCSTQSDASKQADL
TNF necrop inh = TNF-alpha cell death inhibition in Jurkat FADD-/- cells; Jurkat FADD-/- TNF necroptosis rescue, ATP luminescence, 24 h; 0 = TNF only, 100 = no-TNF cells; activation (protection from cell death), % at 10 µM; 220,000 tested, 0.068% active; AID 463075;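 active means activation, meaning protection from cell death, of at least 50% relative to plate controls; inactive means activation below 50%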;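 further: necroptosis triggered by 40 ng/mL TNF-alpha added together with compound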
CHOP inh = blocks CHOP induction under ER stress; AID 2732; CHO-K1 CHOP-promoter luciferase, tunicamycin-induced, 15-18 h; 220,000 tested, 3.8% active; inhibition, % at 10 µM;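 active means compounds that reduced the stress-induced luciferase reporter signal by more than about 70% of percent inhibition, limit read from the data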;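 further: 0% = tunicamycin plus vehicle and 100% = wells without tunicamycin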
Wee1 stabilizer = blocks degradation of human Wee1 kinase; P30291; HeLa Luc-Wee1K328M stability, luciferase luminescence; 100% = proteasome inhibitor MG132 effect; reporter increase, % at 5 µM; 220,000 tested, 1.2% active; AID 1321;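 active means activation above the mean of all tested compounds plus 3 SD, set per screening run, cut at about 8.8% in these data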;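 further: cells exposed to compound for 20 h before luminescence read; 0% = DMSO alone and 100% = MG132 at 30 µM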
L929 necroptosis = blocks zVAD induced death of L929 cells | L929 zVAD necroptosis rescue, ATP luminescence, 24 h; with zVAD 60 µM | viability rescue, % at 10 µM | 220,000 tested, 0.38% active;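 active means activation, scaled between plate controls, above about 75%, limit read from the data; inactive means activation under that limit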;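 further: 0% = zVAD with DMSO and 100% = DMSO alone without zVAD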
FXIa inh = inhibitors of human coagulation factor XIa | purified FXIa, Boc-Glu-Ala-Arg-AMC fluorogenic substrate | AID 798 | 220,000 tested, 0.14% active | P03951 | inhibition, % at 5 µM;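 active means inhibition of at least 40%; inactive means inhibition below 40%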;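 further: fluorescence of freed AMC excited at 355 nm; 0% = enzyme without compound and 100% = no enzyme blank; many of its hits are not listed in these tables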
Target sequence (P03951 19-387 limits assumed): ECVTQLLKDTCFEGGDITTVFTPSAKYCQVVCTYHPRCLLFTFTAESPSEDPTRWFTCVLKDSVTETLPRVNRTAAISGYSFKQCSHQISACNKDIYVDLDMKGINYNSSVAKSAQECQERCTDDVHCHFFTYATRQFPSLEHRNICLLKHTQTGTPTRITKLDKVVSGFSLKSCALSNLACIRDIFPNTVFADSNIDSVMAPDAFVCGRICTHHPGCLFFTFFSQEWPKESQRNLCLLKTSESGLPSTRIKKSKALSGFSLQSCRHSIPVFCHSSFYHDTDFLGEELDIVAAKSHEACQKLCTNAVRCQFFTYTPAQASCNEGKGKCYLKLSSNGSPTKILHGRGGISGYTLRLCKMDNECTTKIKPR
Target sequence (P03951 388-625 limits assumed): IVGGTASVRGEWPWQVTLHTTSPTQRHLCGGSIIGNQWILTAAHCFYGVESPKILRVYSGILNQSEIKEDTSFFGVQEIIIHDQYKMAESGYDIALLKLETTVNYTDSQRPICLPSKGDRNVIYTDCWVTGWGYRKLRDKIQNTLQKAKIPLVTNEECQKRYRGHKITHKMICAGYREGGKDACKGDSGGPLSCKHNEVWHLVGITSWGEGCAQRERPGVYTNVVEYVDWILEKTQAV
Tb hexokinase = T. brucei hexokinase 1 inhibition | recombinant TbHK1, G6PDH-coupled NADH A340 | inhibition, % at 10 µM | 220,000 tested, 0.11% active | AID 1430;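 active means inhibition of 50% or more in the single-dose primary screen; inactive means inhibition below 50%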
PPC-1+TRAIL kill = compounds killing PPC-1 cancer cells with TRAIL present (potentiator screen, no TRAIL-free arm) | PPC-1 cells + TRAIL, ATPLite viability luminescence | cell killing (% activity), % at 4 µM | 220,000 tested, 0.41% active | AID 1443;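 active means cell killing above 50% in the first pass at 4 µM, then a duplicate retest at 5 µM averaging 50% or more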;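 further: plate controls were cells with TRAIL plus DMSO for no effect and medium-only wells lacking cells for full effect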
FXIIa inh 1536 = inhibitors of human coagulation factor XIIa. P00748. purified FXIIa, Boc-QGR-AMC fluorogenic substrate, 2 h. inhibition, % at 5 µM. 220,000 tested, 0.3% active. AID 800; in the data active means inhibition above about 40%;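 further: 0% = enzyme with no compound and 100% = blank without enzyme; many of its hits are not listed in these tables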
The depositor's hits bear a star; . = no result given; & = joins results of further samples. Not all compounds are listed; rates above refer to the full screens.

SMILES	PGE2 EP2 inh	TNF necrop inh	CHOP inh	Wee1 stabilizer	L929 necroptosis	FXIa inh	Tb hexokinase	PPC-1+TRAIL kill	FXIIa inh 1536
N#CNC(=Nc1ccccc1)SCc1ccc(C(=O)O)cc1	7	-0.4	-11	-2	24	-5	-1	15	5
CCn1c(COc2ccccc2)nnc1SCC(=O)Nc1cc(C)ccc1OC	8	0.2	35	-1	-0.1	4	2	0	14
COc1ccc(C(c2sc3nc(C)nn3c2O)N2CCN(Cc3ccccc3)CC2)cc1OC (stereo unspecified)	15	3.1	18	0	1.2	2	-10	11	13
O=C(CCc1ccccc1)Nc1ccccc1[N+](=O)[O-]	10	3.9	15	1	0.8	6	-11	-5	10
COc1ccc(NC(=O)Cc2coc3cc(C)ccc23)cc1S(=O)(=O)N1CCOCC1	10	0.6	-12	2	2.0	-5	-7	16	-3
CC(=O)c1ccc(NC(=O)C(C)N(C)CC(=O)Nc2ccccc2Cl)cc1 (stereo unspecified)	2	2.0	-5	-2	2.2	-3	5	14	1
CCN1C(=O)/C(=C2\SC(N3CCCCC3)=NC2=O)c2ccccc21	33	-4.8	-14	0	0.0	1	-12	24	7
CNC(=S)Nc1ccc(C)c(NC(=S)NC)c1	1	-0.5	15	-2	0.6	-8	3	25	7
Nc1ccc(N=Nc2ccc(N)cc2)cc1	8	0.4	10	1	4.1	1	-10	18	6
CN(CCCNC(=O)CCCOc1cc(=O)n(C)c2ccccc12)Cc1ccccc1	8	-3.9	-9	-1	-0.2	-3	5	24	8
COc1ccc(C(=O)NC(=S)Nc2ccc(CN3CCCCC3)cc2)cc1Cl	6	5.6	-30	-4	-0.8	-5	2	15	4
CCn1c(SCc2ccc(C#N)cc2)nnc1-c1cccc(Cl)c1	-2	2.7	-21	1	0.6	-5	4	1	6
CCOCCCNC(=O)c1cc(C)nn1-c1ccccc1	13	2.2	16	-1	1.5	-6	6	22	3
COC(=O)c1ccc(CSc2nncn2N)cc1	3	0.0	-12	-1	0.9	2	0	16	6
Cc1[nH][nH]c(=O)c1C(c1cc2c(cc1Br)OCO2)c1c(C)[nH][nH]c1=O	5	0.5	11	4	1.7	-3	-3	21	-4
COc1cc2cc(CN(Cc3nnnn3Cc3ccccc3)CC3CCCO3)c(=O)[nH]c2cc1OC (stereo unspecified)	0	1.6	-15	-1	-0.1	2	-4	13	10
Cc1ccc(OCCN2C(=O)c3ccccc3C2=O)c([N+](=O)[O-])c1	12	1.0	-46	-3	-0.4	-1	-11	28	7
CC(NC(=O)CN1CCN(c2ncccn2)CC1)c1ccc(F)cc1 (stereo unspecified)	7	-0.8	5	-2	0.3	-2	3	-5	11
CCc1n(CC(O)COC2CCCCC2)c2ccccc2[n+]1C (stereo unspecified)	2	-0.7	-11	-2	-0.3	2	8	13	7
CCn1c(C(C)NC(=O)c2ccc(C)cc2)n[nH]c1=S (stereo unspecified)	11&15	-0.1	26	-1	1.6	-3	-1	10	11
Cc1ccc(-n2c(=O)c3c4c(sc3n3c(=S)[nH]nc23)CCC4)cc1	12	-1.6	13	2	0.6	9	4	0	6
Cc1cc(C)cc(-n2cccc2/C=C2/C(=N)N3C(=NC2=O)SN=C3S(C)(=O)=O)c1	8	-0.7	17	2	-0.5	4	-5	7	6
CC1Nc2ccccc2C(=O)N1NS(C)(=O)=O (stereo unspecified)	3	2.4	-5	4	3.8	-1	-1	0	10
c1ccc(Nc2ncnc3[nH]ncc23)cc1	8	0.4	16	3	0.0	0	-7	7	7
COc1ccccc1OCC(=O)/C=C1/N(C)c2ccccc2C1(C)C	21	-2.9	26	-1	0.0	2	-24	-1	8

Fetched by compound from above, 2 records:
SMILES	PGE2 EP2 inh	TNF necrop inh	CHOP inh	Wee1 stabilizer	L929 necroptosis	FXIa inh	Tb hexokinase	PPC-1+TRAIL kill	FXIIa inh 1536
CN(CCCNC(=O)CCCOc1cc(=O)n(C)c2ccccc12)Cc1ccccc1	8	-3.9	-9	-1	-0.2	-3	5	24	8
COc1ccc(NC(=O)Cc2coc3cc(C)ccc23)cc1S(=O)(=O)N1CCOCC1	10	0.6	-12	2	2.0	-5	-7	16	-3

(cont.)
SMILES	PGE2 EP2 inh	TNF necrop inh	CHOP inh	Wee1 stabilizer	L929 necroptosis	FXIa inh	Tb hexokinase	PPC-1+TRAIL kill	FXIIa inh 1536
Cc1cc(Oc2ccccc2)nc(SCC(=O)Nc2ccc(Cl)c(Cl)c2)n1	5	-1.5	52	1	1.1	-6	0	4	-1
C/C(=N\Nc1cccc2cccnc12)c1ccc(C)cc1	4	-1.3	19	7	1.1	-6	-6	4	-7
COc1ccc(C(=O)NC(=S)Nc2cc3oc4ccccc4c3cc2OC)cc1	10	2.1	78*	3	0.5	4	1	-5	18
COc1ccccc1CN(C)CC(=O)NC1CCCc2ccccc21 (stereo unspecified)	1	0.3	10	7	-0.3	-1	1	-7	5
CCS(=O)(=O)Nc1ccc(C2=NN(C(=O)c3ccco3)C(c3ccc(C)cc3)C2)cc1 (stereo unspecified)	5	-4.4	-8	-2	-0.5	21	-30	6	29
C=CCN(c1cccc(C(F)(F)F)c1)S(=O)(=O)c1cccc(C(=O)OCC(=O)Nc2ccccc2)c1	8	1.3	24	0	-0.4	5	28	30	26
Cc1[nH]n(-c2cccc(Cl)c2)c(=O)c1C=NCc1ccco1	10	2.8	-41	6	1.3	3	-7	0	6
Cc1ccc(C)c(NC(=O)c2ccccn2)c1	4	0.2	28	-4	-0.2	0	-3	0	1
CC1=C(C(=O)OC(C)C)C(c2ccc(N(C)C)cc2)C2=C(CC(C)(C)CC2=O)N1 (stereo unspecified)	10&6	-0.2	28	-1	1.3	0	-20	13	14
Cc1cc2nc(/N=C(\N)NC(=O)C(C)C)nc(C)c2cc1C	11	-0.4	4	-3	-0.9	3	-4	-9	13
Cn1c(NC(=O)c2ccccc2)cc(=O)n(C)c1=O	11	-0.5	10	3	0.6	3	-17	-8	9
O=C(CSc1ncn[nH]1)NCCOc1ccccc1	13	1.3	-14	-2	0.2	2	-1	-9	3
COc1ccc(C(=O)C[n+]2ccc(N(C)C)cc2)cc1	6	-0.6	2	-2	0.5	1	-10	14	11
NC(=O)COC(=O)c1cc(-c2ccco2)nc2ccccc12	9	0.2	5	-3	0.9	0	-22	16	1
CC(C)CC(=O)NS(=O)(=O)c1ccc(NC(=O)c2ccco2)cc1	-3	0.1	12	1	-0.6	2	7	.	6
COc1cc(C(=O)NCCOc2ccccc2C)c(Br)c(OC)c1OC	8	1.6	17	-1	0.7	3	26	25	12
COc1ccc(OC)c(S(=O)(=O)N2CCC(C(=O)NC(C)c3ccccc3)CC2)c1 (stereo unspecified)	10&8	0.2	1	-3	2.1	-3	-7	2	3
O=C(NC1CCCC1)C(=O)N(c1ccccc1F)C(C(=O)NCC1CCCO1)c1cccs1 (stereo unspecified)	6	-0.4	7	-2	0.7	-3	-1	4	5
COc1ccc(CCNC(=O)C(NC(=O)OCc2ccccc2)C(C)C)cc1OC (stereo unspecified)	7	-1.7	1	5	-0.7	0	-12	12	3
Cc1cc(C)n2nc(C(=O)Nc3ccn(Cc4ccccc4C)n3)cc2n1	8	1.8	3	-3	0.5	-4	-11	-1	4
N/C(=N\OC(=O)CC(c1ccccc1)c1ccccc1)c1cccnc1	6	-4.3	23	-2	0.1	-2	-4	8	3
Cc1ccc(NC(=O)C(C)N2C(=O)C3C4CC(C(Br)C4Br)C3C2=O)cc1 (stereo unspecified)	9	-1.4	22	3	-0.1	-5	0	-1	-4
COc1ccccc1CNC(=O)c1n[nH]c2ccccc12	11	2.5	26	1	0.8	5	-10	14	6
NS(=O)(=O)c1ccc(NC(=O)c2cccc(Cl)c2)cc1	14	-3.9	5	3	0.0	1	-1	8	11
COc1cc(C(=O)NC(=S)NC(C)C)cc(OC)c1OC	4	2.7	-20	1	0.4	6	-1	13	12

Further entries
SMILES	PGE2 EP2 inh	TNF necrop inh	CHOP inh	Wee1 stabilizer	L929 necroptosis	FXIa inh	Tb hexokinase	PPC-1+TRAIL kill	FXIIa inh 1536
O=C(CCn1cccc1)Nc1ccccc1F	11	5.5	10	4	0.8	1	0	12	-4
COC(=O)c1cccc(NC(=O)NC(=O)c2ccc(Cl)cc2)c1	10	-14	42	-1	0.6	11	11	23	24
CC(=O)c1cccc(NC(=O)Nc2cnn(Cc3ccc(F)cc3)c2)c1	3	1.1	31	-3	4.1	-1	2	19	3
CCn1c(=O)n(CC(=O)Nc2cc(OC)ccc2OC)c(=O)c2ccccc21	9	1.7	7	-2	0.4	-10	5	2	-10
CCOC(=O)c1cnn2c(C(F)(F)F)cc(-c3cn(C)nc3C)nc12	12	-2.3	4	-1	0.0	6	-20	12	9
O=C(NN1C(=O)C2C3C=CC(C3)C2C1=O)c1ccncc1 (stereo unspecified)	6	1.0	-7	-1	1.1	-4	1	35	-4
CCOC(=O)CNC(=O)C1Cc2ccccc2CN1S(=O)(=O)c1cccs1 (stereo unspecified)	6	-0.2	16	4	-0.3	1	-6	-3	9
O=C(c1nc2ccccn2c1CNCCCn1ncc2ccccc21)N1CCCC1	4	0.2	13	-2	-0.8	-5	-8	-6	-1
Cc1cccc(-n2c3nc(=O)[nH]c(=O)c-3cc3c(C)nn(-c4ccccc4)c32)c1C	8	1.0	-16	3	0.3	-1	-18	9	-5
O=C(COc1ccccc1)NCCSCc1ccc(Cl)cc1	8	3.6	51	1	0.8	1	35	18	10
CC(C)C(=O)NC(=S)Nc1c(Cl)ccc2nsnc12	15	1.1	10	-4	-0.1	1	-14	4	5
CN1/C(=C\P(=O)(N(C)C)N(C)C)C(C)(C)c2ccccc21	9	-12	5	2	-0.5	0	5	5	10
CC(C)C[C@H](NC(=O)OC(C)(C)C)C(=O)N1CCC(C(=O)N[C@@H](Cc2ccccc2)C(=O)O)CC1	.	1.1	-5	-1	-0.7	4	-6	.	-11

Limited to PGE2 EP2 inh (7 entries from above):
Compound	PGE2 EP2 inh
CCOC(=O)c1cnn2c(C(F)(F)F)cc(-c3cn(C)nc3C)nc12	12
O=C(NN1C(=O)C2C3C=CC(C3)C2C1=O)c1ccncc1 (stereo unspecified)	6
CCOC(=O)CNC(=O)C1Cc2ccccc2CN1S(=O)(=O)c1cccs1 (stereo unspecified)	6
O=C(c1nc2ccccn2c1CNCCCn1ncc2ccccc21)N1CCCC1	4
Cc1cccc(-n2c3nc(=O)[nH]c(=O)c-3cc3c(C)nn(-c4ccccc4)c32)c1C	8
O=C(COc1ccccc1)NCCSCc1ccc(Cl)cc1	8
CC(C)C(=O)NC(=S)Nc1c(Cl)ccc2nsnc12	15

Some of these compounds in order of SMILES length, low to high.
SMILES	PGE2 EP2 inh	TNF necrop inh	CHOP inh	Wee1 stabilizer	L929 necroptosis	FXIa inh	Tb hexokinase	PPC-1+TRAIL kill	FXIIa inh 1536
CC(C)C(=O)NC(=S)Nc1c(Cl)ccc2nsnc12	15	1.1	10	-4	-0.1	1	-14	4	5
O=C(NN1C(=O)C2C3C=CC(C3)C2C1=O)c1ccncc1 (stereo unspecified)	6	1.0	-7	-1	1.1	-4	1	35	-4
CN1/C(=C\P(=O)(N(C)C)N(C)C)C(C)(C)c2ccccc21	9	-12	5	2	-0.5	0	5	5	10

Looked up above:
PPC-1+TRAIL kill result of O=C(NN1C(=O)C2C3C=CC(C3)C2C1=O)c1ccncc1 (stereo unspecified) stands at 35
FXIIa inh 1536 result of CCOC(=O)CNC(=O)C1Cc2ccccc2CN1S(=O)(=O)c1cccs1 (stereo unspecified) stands at 9
